Screening results from PubChem BioAssay.
NPY-Y1 PAM-ag – human NPY-Y1 potentiation or agonism, primary screen | NPY-Y1 expressing cells, potentiator/agonist activation | activation, % at 3.6 µM | 220,000 compounds, 0.37% hits | P25929 | AID 1304; in the data active = activation above about 33%, passing the limit was not always enough;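 note: cells stimulated with NPY at EC10 then isoproterenol at EC100; 0% = low agonist plus stimulus and 100% = saturating agonist plus stimulus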
Target sequence (P25929 whole entry, looked up): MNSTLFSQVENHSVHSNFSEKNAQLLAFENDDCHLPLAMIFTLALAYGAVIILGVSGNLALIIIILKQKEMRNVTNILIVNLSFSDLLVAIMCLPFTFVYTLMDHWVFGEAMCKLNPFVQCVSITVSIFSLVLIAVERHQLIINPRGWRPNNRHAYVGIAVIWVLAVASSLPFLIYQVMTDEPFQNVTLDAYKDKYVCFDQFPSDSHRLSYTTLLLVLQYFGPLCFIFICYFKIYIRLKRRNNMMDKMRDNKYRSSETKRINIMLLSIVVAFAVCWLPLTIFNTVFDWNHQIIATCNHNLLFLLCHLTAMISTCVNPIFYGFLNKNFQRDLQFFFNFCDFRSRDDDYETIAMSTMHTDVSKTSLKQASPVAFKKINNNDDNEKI
NPY Y1 blocker – antagonists of human neuropeptide Y receptor Y1 | P25929 | HEK293-CNG Y1 cells, membrane potential fluorescence; NPY at EC95, then isoproterenol | inhibition, % at 3.6 µM | 200,000 compounds, 1% hits | AID 1040;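 active = inhibition above the campaign mean inhibition of all tested compounds plus 3 SD, cut at about 20% in these data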;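 note: 0% = DMSO wells given NPY plus isoproterenol and 100% = isoproterenol alone without NPY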
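Assay system: HEK293 Y1/CNG channel cell line; Doses: single compound dose of 3.6 µM, 0.4% DMSO; Timing: dye 3 h, compound 60 min room temperature, stimulation 45 min; Technique: Membrane-potential fluorescent dye readout; Measure: % inhibition of NPY effect.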
BaF3 parental – reduces parental Ba/F3 cell viability, JAK2V617F counter-screen. CellTiter-Glo ATP luminescence. inhibition, % at 5.6 µM. 220,000 compounds, 1.1% hits. AID 1486;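 active = inhibition above a per-campaign cutoff, the mean inhibition of all tested compounds plus 3 SD, cut at about 27% in these data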;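 note: 0% = DMSO wells and 100% = JAK Inhibitor I control wells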
S1P4 antag – human S1P4 receptor antagonism; inhibition, % at 4.98 µM; 220,000 compounds, 0.26% hits; AID 1510; S1P4-expressing cells, antagonist mode, reporter read-out; in the data active = inhibition above about 29%;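 note: 0% = wells stimulated with agonist and 100% = vehicle wells without agonist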
Target sequence (O95977 whole entry, looked up): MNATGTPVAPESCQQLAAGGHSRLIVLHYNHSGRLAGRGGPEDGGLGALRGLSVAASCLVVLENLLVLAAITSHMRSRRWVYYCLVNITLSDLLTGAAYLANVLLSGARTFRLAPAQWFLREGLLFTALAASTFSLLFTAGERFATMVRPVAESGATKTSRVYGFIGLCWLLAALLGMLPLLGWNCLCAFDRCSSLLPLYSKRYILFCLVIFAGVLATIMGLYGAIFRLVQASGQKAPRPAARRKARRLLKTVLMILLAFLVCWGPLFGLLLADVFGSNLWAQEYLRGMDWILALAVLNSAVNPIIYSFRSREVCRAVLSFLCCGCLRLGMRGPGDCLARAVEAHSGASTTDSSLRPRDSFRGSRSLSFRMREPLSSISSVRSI
p47phox inh – p47phox (human) inhibition; P14598; p47phox/p22phox peptide binding, fluorescence polarization, 2 h; inhibition, % at 24.7 µM; 220,000 compounds, 0.53% hits;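 active = inhibition above about 30%, limit read from the data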;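 note: 0% = p47phox with labelled peptide and 100% = labelled peptide alone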
NPY-Y2 PAM-ag – potentiates or activates human NPY-Y2 receptor; P49146; cells expressing NPY-Y2, potentiator/agonist read-out; activation, % at 3.6 µM; 220,000 compounds, 0.45% hits; in the data active = activation above about 27%;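 note: cells stimulated with NPY near EC25 plus isoproterenol at EC100; 0% = vehicle plus submaximal agonist and 100% = vehicle plus saturating agonist; some results beyond the cut were filed as inactive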
CHOP inhibitor – blocks CHOP induction under ER stress. CHO-K1 CHOP-promoter luciferase, tunicamycin-induced, 15-18 h. inhibition, % at 10 µM. 220,000 compounds, 3.8% hits;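 active = compounds that reduced the stress-induced luciferase reporter signal by more than about 70% of percent inhibition, limit read from the data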;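 note: 0% = tunicamycin plus vehicle and 100% = wells without tunicamycin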
Ba/F3 V617F tox – loss of viability in JAK2V617F-driven Ba/F3 cells; Ba/F3 EpoR-JAK2V617F viability, ATP luminescence; 220,000 compounds, 1.1% hits; inhibition, % at 5.6 µM;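 active = inhibition above the campaign mean plus 3 SD over all tested compounds, cut at about 24% in these data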;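 note: cytokine-independent growth of Ba/F3 cells driven by EpoR plus mutant JAK2; 0% = DMSO-treated cells and 100% = JAK inhibitor I control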
S1P4 agonist – human S1P4 receptor agonism; O95977; S1P4-expressing cell line, agonist reporter assay; activation, % at 4.98 µM; 220,000 compounds, 0.35% hits; AID 1509; in the data active = activation above about 11%;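 note: 0% = DMSO vehicle and 100% = reference agonist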
* marks the source's active call; other numbers are inactive results; · = no result given. Outcome played no part in choosing rows; about 7.1% have a hit in one of these screens.

Values in the order – Ba/F3 V617F tox | p47phox inh | NPY-Y1 PAM-ag | S1P4 antag | BaF3 parental | NPY-Y2 PAM-ag | S1P4 agonist | NPY Y1 blocker | CHOP inhibitor
1	c1ccc(-n2cnc3cc(NCc4cccs4)ccc32)cc1
  -2 | -6 | 1 | -4 | 3 | -4 | -1.9 | 3 | 18
2	Cc1nn(Cc2ccccc2Cl)c(C)c1NC(=O)/C=C/c1cnn(C)c1
  0 | -9 | 9 | -2 | 4 | -9 | 0.6 | -2 | 22
3	Cc1ccc(/C=C2/N=C(c3ccccc3)NNC2=O)cc1
  2 | 2 | 5 | -26 | -2 | -8 | -0.6 | · | -11
4	Cc1nn(C(C)C(=O)NCc2ccccc2Cl)c(=O)c2c1sc1ccccc12 (centres undefined)
  -2 | -27 | 2 | -15 | 2 | 7 | -1.1 | 10 | 33
5	Cc1ccc(-c2nnn(CC(=O)N(c3ccccc3)C(C(=O)NCC3CCCO3)c3cccs3)n2)o1 (centres undefined)
  -3 | -12 | -6 | 3 | -3 | -1 | 0.4 | 3 | 1
6	O=C(CCCN1C(=O)S/C(=C\c2ccccc2)C1=O)NNC(=O)c1ccccc1O
  -4 | -7 | 4 | 1 | 4 | -4 | 0.5 | 3 | 95*
7	Cc1nnc(NC(=O)c2ccccc2Oc2ccccc2)s1
  -1 | 3 | 9 | -12 | 0 | 7 | 1.6 | 5 | 8
8	CC(C)C(=O)NNC(=O)c1csc(CS(=O)(=O)c2ccc(Cl)cc2)n1
  -4 | -9 | 9 | -2 | 0 | -3 | -1.1 | · | -6
9	Clc1ccccc1OCc1nc(-c2ccncc2)no1
  1 | -14 | 8 | -1 | 5 | -14 | 3.0 | 1 | 3
10	Cc1cc(C)c(NC(=O)CN(C2CCCCC2)C2CCCCC2)c(C)c1
  -4 | -12 | 7 | 1 | 2 | 6 | -1.2 | 4 | 61
11	C=CCn1nnnc1SCC(=O)Nc1ccccc1C(=O)OC
  -2 | -11 | -4 | -16 | 1 | -12 | 1.0 | 1 | 24
12	COc1ccc(-c2noc(CCC(=O)N(C)c3cccc(C)c3)n2)cc1
  4 | -1 | -9 | 5 | 3 | -22 | -0.5 | 8 | 51
13	Cc1cc(NC(=O)CCSc2ccc(Cl)cc2)no1
  4 | 4 | -10 | 1 | 3 | -22 | 2.9 | 4 | 18
14	Cc1ccc(C(=O)NCC(=O)OCC(=O)Nc2ncc(C(F)(F)F)cc2Cl)cc1
  -1 | -14 | 9 | -6 | 2 | 7 | -0.6 | 2 | -1
15	CCC(=O)NNc1cc(=O)c2c(=O)n(C)c(=O)n(C)c2[nH]1
  -3 | 3 | -4 | 4 | 0 | -2 | 0.5 | 3 | -20
16	O=C(O)c1ccc2c(c1)C(=O)N(NC(=O)c1ccccc1)C2=O
  -1 | -5 | 5 | 3 | 1 | -3 | 0.9 | 5 | 18
17	CC1CCc2c(sc(NC(=O)COC(=O)c3ccccc3NCc3ccco3)c2C#N)C1 (centres undefined)
  2 | -27 | 13 | -6 | 3 | -1 | 1.8 | 6 | 6
18	CCOC(Cn1c(SCc2cc(C(C)=O)ccc2OC)nc2ccccc2c1=O)OCC
  0 | -9 | -7 | -3 | 7 | -6 | 0.1 | 3 | 13
19	O=Cc1ccc(Sc2nnc(-c3ccccc3)o2)c([N+](=O)[O-])c1
  4 | -8 | -20 | 13 | 5 | 0 | 0.4 | 6 | 97*
20	c1cncc(CSc2ccc(-c3cccnc3)nn2)c1
  0 | 14 | 8 | -3 | 5 | -6 | 11 | 4 | -15
21	Cc1ccc(S(=O)(=O)NC2(C(F)(F)F)NC(=O)N(C)C2=O)cc1 (centres undefined)
  -3 | 0 | -34 | -23 | 3 | -10 | 2.6 | 2 | 45
22	CCN(CC)C(=O)/C(=C/c1ccc2c(c1)OCO2)NC(=O)c1ccc(Br)cc1
  -2 | -9 | 8 | -15 | -2 | 10 | -0.2 | 4 | 15
23	CCOc1ccc2nc(N3CCCN(C(=O)Nc4ccccc4C)CC3)c(C#N)cc2c1
  0 | -21 | 8 | 2 | 7 | 1 | 1.8 | 4 | 51
24	Cc1nn(C)c2ncc(C(=O)c3cc(F)ccc3O)cc12
  -2 | 0 | 8 | -1 | 3 | 3 | 1.1 | 7 | 21
25	CCOC(=O)C1=C(C)Nc2nc(C)nn2C1c1cc(OC)ccc1OC (centres undefined)
  -2 | -8 | -28 | 1 | 5 | -2 | -0.9 | -5 | -6
26	CCOC(=O)c1c(CSc2ccccc2)n(C)c2ccc(O)c(CN3CCN(C)CC3)c12
  -6 | -22 | -4 | 10 | 2 | -5 | -1.0 | · | 14
27	COc1cccc(NC(=O)Nc2cc(Cl)ccc2C)c1
  -3 | -11 | 14 | 13 | -4 | 23 | 0.0 | 3 | -7
28	O=C(COc1cccc(-n2cnnn2)c1)N1CCOCC1
  -1 | 0 | 12 | -7 | 3 | 18 | 0.7 | 2 | -15
29	CC(NCc1ccccc1O)c1ccccc1 (centres undefined)
  0 | 4 | 4 | -4 | 9 | -3 | 0.7 | 6 | 14
30	O=C(COC(=O)c1cncc(Br)c1)NCC1CCCO1 (centres undefined)
  2 | -11 | -1 | -2 | 0 | -6 | 1.2 | 1 | 4
31	CCc1c(C(=O)NCc2ccc3c(c2)OCO3)[nH]c(C)c1C(C)=O
  6 | -11 | 4 | 10 | 9 | -22 | -0.6 | -3 | 16
32	CCc1cc2c(=O)n(-c3ccccc3)cnc2s1
  -3 | -6 | 4 | -7 | 4 | 6 | 3.6 | 0 | 17
33	CCC(=O)NCCc1nc2ccccc2n1Cc1ccccc1
  -4 | 16 | 0 | -16 | 2 | 15 | 1.4 | -2 | -20
34	Cc1cccc(Cc2c(C)nc3nc(SCC(=O)NCc4ccco4)nn3c2C)c1
  1 | -12 | -13 | 11 | 0 | -40 | 0.1 | 11 | -21
35	CCOC(=O)C1(CC2CCCCO2)CCN(C(=O)Nc2ccccc2CC)CC1 (centres undefined)
  5 | -1 | -12 | 4 | 5 | -18 | -0.7 | 4 | -6
36	Cc1c(C(=O)N2CCCC(C)C2)sc2ncnc(N3CCCCC3C)c12 (centres undefined)
  2 | -44 | -4 | -19 | 6 | -6 | 0.0 | 0 | 1
37	Cc1ccc2c3c([nH]c2c1C)-c1nonc1CC3
  -4 | -9 | -35 | -8 | 0 | -14 | -1.0 | 5 | 50
38	CCCCn1c(N)c(N2CCOCC2)c(=O)n(CC(=O)NC(C)c2ccccc2)c1=O (centres undefined)
  3 | -1 | 14 | -10 | 6 | 4 | -0.9 | 2 | 19
39	COC(=O)CSc1nnc2n1C(C)(C)Cc1ccccc1-2
  0 | -1 | -8 | 2 | 4 | -9 | 1.9 | 3 | 19
40	Cc1nnc(SCC(=O)NCc2ccc3c(c2)OCO3)[nH]c1=O
  -5 | 0 | 3 | -9 | 2 | -4 | 0.3 | -1 | 6
41	COc1ccccc1NC(=O)c1cc(Cl)ccc1NC(=O)c1ccco1
  -3 | -12 | -27 | -3 | 3 | -2 | 1.7 | 10 | 13
42	O=C(Nc1ccccc1)C1(c2ccccc2)CC1(Cl)Cl (centres undefined)
  -1 | -10 | -7 | -2 | 4 | 13 | 0.8 | 2 | 0
43	CC1=NN(c2ccc(Cl)cc2)C(=O)/C1=C\c1cccn1-c1ccc(S(N)(=O)=O)cc1
  -2 | -10 | 60* | 8 | 2 | 49* | -0.2 | -17 | -8
44	O=C(CNC(=O)c1ccc(F)cc1)Nc1ccccc1C(F)(F)F
  6 | 4 | -5 | -14 | -2 | -3 | 0.4 | · | 28
45	Clc1ccc(SCCN2CCNCC2)cc1
  -3 | 15 | 3 | -10 | 7 | 10 | -1.5 | 4 | -14
46	CC(O)/C=C/c1ccc2ccccc2n1 (centres undefined)
  -1 | 5 | -10 | 3 | 6 | -10 | 0.5 | 1 | 14
47	CN(C)c1ccncc1C(=O)Nc1ccc(F)cc1F
  -5 | 2 | 16 | 17 | 0 | -14 | -1.4 | · | 10
48	O=C(O)c1cccc(NS(=O)(=O)c2ccc(Cl)c(C(=O)O)c2)c1
  3 | 2 | 2 | 1 | 3 | 6 | 0.3 | -1 | -8
49	CN(C)c1cccc(NC2=CC(=[N+]3CCOCC3)CC(C)(C)C2)c1
  2 | 7 | -24 | 4 | 4 | 7 | -0.3 | -4 | 19
50	CS(=O)(=O)N(CC(=O)N1CCCC1)c1cccc(Cl)c1Cl
  1 | 3 | 12 | 9 | 2 | 5 | 2.2 | 5 | 22

Carrying on.
Values in the order – Ba/F3 V617F tox | p47phox inh | NPY-Y1 PAM-ag | S1P4 antag | BaF3 parental | NPY-Y2 PAM-ag | S1P4 agonist | NPY Y1 blocker | CHOP inhibitor
51	O=C(O)c1ccc2nc(-c3ccco3)c(-c3ccco3)nc2c1
  -3 | -3 | 16 | 1 | -3 | 2 | 0.2 | -1 | 10
52	COc1ccc(/C=C/C(=O)Nc2ccc3c(c2)OCCO3)cc1OC
  1 | -24 | -26 | -7 | 8 | -5 | 1.3 | 4 | -1
53	CC1CCCN(C(=O)c2ccc3c(c2)C(=O)N(CCC2=CCCCC2)C3=O)C1 (centres undefined)
  5 | 5 | -5 | -10 | 6 | -4 | -0.2 | 4 | -4
54	CN(C)c1ccccc1C(=O)c1ccccc1N(C)C
  77* | 0 | -20 | -5 | 75* | -10 | -2.8 | 7 | ·
55	CN1CCN(C(=O)C2=C[C@@H](C(C)(C)C)C[C@@H](OCc3ccc(CO)cc3)O2)CC1
  -6 | 2 | 8 | 12 | 3 | -7 | -0.4 | 0 | 12
56	CCCCNc1nc(N)nc(-c2cc(Cl)ccc2O)n1
  3 | -16 | -6 | -10 | 5 | -3 | -0.6 | 3 | 77*
57	O=C1C(Cc2c[nH]c3ccccc23)NC(=S)N1C1CCCCC1 (centres undefined)
  -2 | -16 | 16 | -9 | 4 | 16 | 2.4 | -7 | 30
58	COC(=O)[C@@]1(Cc2ccc(OC)cc2)[C@H]2c3cc(C(=O)N4CCCC4)n(CCc4c[nH]c5ccc(O)cc45)c3C[C@H]2CN1C(=O)c1ccccc1
  2 | -31 | -18 | -5 | 7 | 2 | 0.4 | 0 | 42
59	O=C(Nc1ccccc1)C1CCCN1/C=C/C(=O)C(F)(F)F (centres undefined)
  -2 | 1 | 20 | -21 | 3 | 2 | 0.7 | -3 | 3
60	COC(=O)c1ccc(N=NN2CCCCCC2)cc1
  1 | -1 | -13 | -9 | 8 | 9 | 0.2 | 8 | 18
61	CCOC(=O)C1=C(C)N=C2c3ccccc3C(=O)C2C1c1ccccc1 (centres undefined)
  5 | 6 | 28 | 4 | 10 | -3 | -2.0 | -7 | 24
62	CCCC(=O)N(c1ccc2oc(C)c(C(C)=O)c2c1)S(=O)(=O)c1ccc(C)c([N+](=O)[O-])c1
  -4 | -10 | 9 | -2 | 5 | -8 | 0.4 | 10 | 41
63	O=C(CN1CCCC1)Nc1ccccc1Cl
  0 | -7 | 24 | -2 | 4 | 6 | 0.3 | -5 | 12
64	Cc1cc(-c2ccccc2)nc(N2CCC(C(=O)NCc3ccccc3Cl)CC2)n1
  -2 | -4 | -24 | -33 | 0 | -6 | -0.9 | 1 | 69
65	CCCN1C(=O)c2cccc3c(N4CCCCC4)ccc(c23)C1=O
  6 | -14 | -5 | -17 | 5 | 8 | 1.3 | 4 | -12
